High-throughput results (PubChem)
MKP-3 inhibition – inhibition of rat DUSP6 enzyme activity – biochemical, in vitro, primary screen (AID 425); recombinant MKP-3 phosphatase activity, fluorescence; higher % means a stronger effect; inhibition, % at 20 µM; hits with a dose series show IC50 in µM; actives 0.17% (n = 110,000); in the data active = inhibition above about 50%;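 note: plate controls were vehicle for no effect and reference inhibitor for full effect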
Hsp70 displacement – small molecules displacing fluorescent ligand from Hsp70 – biochemical, fluorescence polarization, primary screen (AID 583) | actives 0.06% (n = 140,000) | displacement, % at 20 µM, or IC50 in µM where a hit was titrated | Hsp70 fluorescence polarization probe displacement, mP; higher % means a stronger effect; in the data active = displacement above about 50%;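 note: plate controls were vehicle for no effect and reference ligand for full effect; a part of the inactive calls stands beside numbers as strong as those of hits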
Active calls of the source: *; nt = not tested or not shown; & = joins results of further samples. A portion of the library. The share of hits here may be higher or lower than overall.

SMILES	MKP-3 inhibition	Hsp70 displacement
CCOC(=O)c1[nH]c(C)c(C(=O)NCCCOC(C)C)c1C	-3.7%	5.3%
Cc1cccc(OCCOc2cccc(/C=N/n3cnnc3)c2)c1	2.2%	-0.7%
CCOc1ccc(CNc2ccc3c(c2)nc(C)n3C)cc1	-0.3%	-4.2%
CCOc1cc(C=NNC(=S)NC2CCCCC2)ccc1O	4.9%	3.5%
CCCN1CCC(=NNC(=O)c2c[nH]c3ccccc23)CC1	0.5%	2.1%
CCOc1ccc(C2C(C(C)=O)=C(O)C(=O)N2CC2CCCO2)cc1 (centres undefined)	2.6%	0.6%
O=C(NCCCN1CCOCC1)c1ccc(CS(=O)(=O)Cc2ccc(Cl)cc2)o1	3.8%	-2.9%
CCCCNC(=O)Cc1c(O)c2ccccc2[nH]c1=O	nt	4.7%
CC1=CCC2C(=O)N(c3cccc(C(=O)N(C)C4CCCCC4)c3)C(=O)C2C1 (centres undefined)	2.1%	3.6%
Cc1sc2ncn(/N=C/C=C3\N(C)c4ccccc4C3(C)C)c(=O)c2c1C	2.9%	-0.5%
O=C(c1ccccc1)c1ccc2nc(-c3ccc(NC(=O)c4ccccc4Cl)cc3)[nH]c2c1	-1.1%	2.8%
CC1CN(CCCCOc2ccc(C(C)C)cc2)CC(C)O1 (centres undefined)	nt	-4.2%

Rewritten with values ahead of the structure: 4 of the compounds above
| MKP-3 inhibition | Hsp70 displacement | SMILES |
| --- | --- | --- |
| -3.7% | 5.3% | CCOC(=O)c1[nH]c(C)c(C(=O)NCCCOC(C)C)c1C |
| 0.5% | 2.1% | CCCN1CCC(=NNC(=O)c2c[nH]c3ccccc23)CC1 |
| nt | -4.2% | CC1CN(CCCCOc2ccc(C(C)C)cc2)CC(C)O1 (centres undefined) |
| 2.2% | -0.7% | Cc1cccc(OCCOc2cccc(/C=N/n3cnnc3)c2)c1 |

(listing goes on)
SMILES	MKP-3 inhibition	Hsp70 displacement
CC1=C(C(N)=O)C(c2cccnc2)n2nc(-c3cccc(Cl)c3)nc2N1 (centres undefined)	-9.0%	3.6%
Cc1ccc(C2(C)NC(=O)N(Cc3c(C)noc3C)C2=O)cc1 (centres undefined)	-8.0%	3.3%
Cc1ccc2nc(NC(=O)CSc3ncn[nH]3)sc2c1	1.5%	-0.7%
CCOc1ccccc1/C=C/C(=O)c1cccc(Br)c1	6.9%	0.4%
CCCCC(CC)C(=O)NCc1ccccc1OC (centres undefined)	0.3%	5.1%
CCOCCOC(=O)c1ccc(NC(=O)c2ccc(C)cc2)cc1	1.7%	1.1%
COc1ccc(-c2cc(C(=O)NCc3ccco3)c3ccccc3n2)cc1	5.8%	-2.3%
Cc1ccc(OCC(=O)N2CCN(C(=O)Cc3ccccc3)CC2)cc1	-3.5%	-1.1%
O=C(COc1ccc2ccccc2c1)NC1C2CC3CC(C2)CC1C3 (centres undefined)	3.8%	-1.9%
Cn1c(=O)cc(SCC(=O)N2CCCC2)c2cc(Cl)ccc21	1.9%	9.2%
Cc1ccc(C(O)(CNCc2ccccc2)c2ccc(Br)cc2)cc1 (centres undefined)	-4.8%	3.0%
NC(=O)NC(=O)c1nc2ccccc2[nH]c1=O	-0.3%	-3.4%

Looked up above.
`Cc1cccc(OCCOc2cccc(/C=N/n3cnnc3)c2)c1` | MKP-3 inhibition = 2.2%
`CCCN1CCC(=NNC(=O)c2c[nH]c3ccccc23)CC1` | Hsp70 displacement = 2.1%

The list continues.
SMILES	MKP-3 inhibition	Hsp70 displacement
O=C1C(Nc2ccccc2)=CC(c2cccc(F)c2)N1c1ccccc1 (centres undefined)	0.1%	-0.4%
CCC(C)NC(=O)Nc1cccc(Cl)c1 (centres undefined)	1.0%	2.0%
Cn1cc(Cl)c(C(=O)N2CCN(c3ncccn3)CC2)n1	-4.2%	0.4%
Cc1ccc(NC(=O)C2CC3c4ccccc4C2c2ccccc23)cc1 (centres undefined)	-2.9%	0.6%
O=C(CCN1C(=O)c2cccc([N+](=O)[O-])c2C1=O)NCC1CCCO1 (centres undefined)	0.5%	-2.2%
COc1ccc(CC(=O)c2ccccc2C(=O)O)cc1	-10.7%	3.1%
COc1cccc(N(C(=O)CNC(=O)c2ccco2)C(C(=O)NC2CCCCC2)c2ccncc2)c1 (centres undefined)	2.1%	-3.1%
Cc1ccc(S(=O)(=O)N=C(Nc2ccccn2)c2ccccc2)cc1	-1.3%	-2.3%
Cc1nn(Cc2ccccc2Cl)c2sc(C(=O)NCc3ccc4c(c3)OCO4)cc12	nt	-5.9%
O=C1C2C(c3ccccc3)C=CC(c3ccccc3)C2C(=O)N1Cc1ccc(F)cc1 (centres undefined)	1.0%	4.4%
COc1ccccc1-c1coc2c(CN3CCN(CCO)CC3)c(O)ccc2c1=O	-11.3%	3.4%
Cn1c2c(c(=O)n(C)c1=O)C(c1ccc(Br)cc1)Nc1ccccc1O2 (centres undefined)	0.6%	-3.2%
CCOc1ccccc1NC(=O)COc1ccc(Br)cc1	1.7%	0.5%
Fc1cccc(-c2nnc(SCc3ccccc3Cl)n2-c2ccccc2)c1	1.5%	-5.9%
COc1cc(/C=C2\SC(NC(C)=O)=NC2=O)ccc1Oc1ccc(C(F)(F)F)cc1[N+](=O)[O-]	0.1%	2.1%
CCCNS(=O)(=O)c1ccc(OCC(=O)N2CCOCC2)cc1	nt	-1.6%
O=C(/C=C/c1ccccc1)NC(=S)Nc1ccc(-c2nc3ncccc3o2)cc1	3.5%	1.4%
O=C(O)c1cc(S(=O)(=O)N(CCO)CCO)ccc1Cl	2.1%	-1.2%
Cn1nc(CC(=O)Nc2ccc(N3CCN(C(=O)OC(C)(C)C)CC3)cc2)c2ccccc2c1=O	-5.9%	-0.3%
Cc1ccc(N(Cc2ccc(C(=O)Nc3ccc(C)c(Cl)c3)cc2)S(C)(=O)=O)cc1C	5.1%	1.4%
Cc1noc(C)c1C(=O)N1CCN(CCc2ccccc2)CC1	-10.9%	1.0%
CCN(CC)S(=O)(=O)c1ccc(S(=O)(=O)N(CC(=O)Nc2ccccc2)CC2CCCO2)cc1 (centres undefined)	nt	1.9%
CN(C)C(=O)Cn1cnc2c(cnn2-c2ccccc2Cl)c1=O	-4.9%	0.4%
COC(=O)Nc1ncc(CN2CCC(c3ccccc3)CC2)s1	nt	6.1%
O=C1CC(c2ccccc2)CC(O)=C1C=NCCN1CCN(C(=O)Nc2ccccc2)CC1 (centres undefined)	8.7%	-1.2%
Cc1ccc(/C=C2\CN(C)C/C(=C\c3ccc(C)cc3)C2=O)cc1	3.5%	-1.8%
Cc1nn(Cc2c(Cl)cccc2Cl)c(C)c1NC(=O)c1cc(C(C)C)on1	-12.8%	-1.8%
COC(=O)c1cccc(NC(=O)c2cccc(OC)c2)c1	4.6%	5.8%
CCOC(=O)Cc1c(C)nc2c(-c3ccccc3)c[nH]n2c1=O	-10.1%	0.6%
Nc1nc(CSc2nnnn2-c2ccc(F)c(Cl)c2)nc(N2CCOCC2)n1	-1.0%	-1.7%
O=C(CNc1cccc(Br)c1)c1ccc([N+](=O)[O-])cc1	9.0%	-0.5%
CCCc1cc(=O)oc2c(CN3CCCC3)c(O)c(Cl)cc12	-5.7%	2.4%
CCc1ccc(NC(=O)C2CC=CCC2C(=O)O)cc1 (centres undefined)	3.2%	-3.0%
CSc1ccc(CNc2ccccn2)cc1	9.2%	-3.1%
COc1ccc(C(=O)N2CCCC(c3ccccc3)C2)cc1 (centres undefined)	8.0%	4.7%
Cc1cccc(C(=O)CC(=O)c2cc(Cl)ccc2O)c1	nt	7.0%
O=C(CSc1nc2c(sc3ccccc32)c(=O)n1CCc1ccccc1)NCc1ccco1	nt	2.7%
COc1ccc(CCN2C(=O)C3C4c5ccccc5C(C)(c5ccccc54)C3C2=O)cc1OC (centres undefined)	2.2%	2.3%
CCC(=NCc1ccccc1)C1=C(O)C(C(=O)OC)C(C)(C)CC1=O (centres undefined)	-8.7%	-1.3%
CCn1c(C(=O)NCCCc2ccccc2)cc2sccc21	0.8%	3.1%
Cc1cc(/C=C2/NC(=S)NC2=O)c(C)n1-c1cccnc1	5.4%	-25.0%
CC(=O)c1sc(NC(=O)c2cccc([N+](=O)[O-])c2)nc1C	0.3%	-2.0%
Cc1ccc(NC(=O)CCCOc2ccccc2)c(Br)c1	4.2%	-1.4%
CCCCC(=O)Nc1ccc(F)c(Cl)c1	-1.9%	4.8%
C=CCc1cccc2cc(C(=O)Nc3ccc([N+](=O)[O-])cc3C)c(=O)oc12	6.2%	-4.2%
CCN1CC=C2C(C#N)=C(N)C(C#N)(C#N)C(c3cc(Cl)ccc3Cl)C2C1 (centres undefined)	3.2%	53.2%
CCC(C)NC(=O)CSc1nc2n[nH]c(C)c2c(=N)n1-c1ccc(OC)cc1 (centres undefined)	-0.3%	-2.0%
CCN(CC)CCCN1C(=O)CSC1c1ccc2c(c1)OCO2 (centres undefined)	8.8%	5.8%
O=[N+]([O-])c1ccc(N2CCN(S(=O)(=O)c3ccc(F)cc3)CC2)cc1	3.2%	-3.6%
CC(=O)c1ccc(NC(=O)C2CCN(S(=O)(=O)c3cccc4cccnc34)CC2)cc1	1.8%	-1.5%
CC(C)Oc1cccc(-c2cc(C(=O)N3CCN(S(C)(=O)=O)CC3)c3ccccc3n2)c1	-14.8%	-6.6%
O=c1cc(N2CCN(Cc3ccccc3)CC2)c2ccccc2n1-c1ccccc1	1.7%	-6.0%
O=S(=O)(c1ccc(C2CCCCC2)cc1)N1CCN(c2ncccn2)CC1	-4.6%	nt
COc1ccc([N+](=O)[O-])cc1NCc1ccc(OC)c(OC)c1OC	1.5%	4.1%
CCCCn1c(O)c(C2=c3ccccc3=NC2=O)sc1=S	-1.1%	-4.0%
CCOC(=O)C1=C(C)NC(=O)NC1c1cccc(OC)c1OCc1ccccc1Cl (centres undefined)	nt	-2.5%
Cc1nnc(N2CCN(c3ccccc3)CC2)[nH]c1=O	0.7%	9.3%
O=C(Nc1ccc2c(c1)OCCO2)C1CCCN(S(=O)(=O)c2cnc[nH]2)C1 (centres undefined)	-14.0%	-0.7%
COc1ccc(CCNC(=O)c2sc3cc(C)ccc3c2Cl)cc1	0.0%	2.2%
CCOC(=O)C1=C(C)Nc2ncnn2C1c1cccnc1 (centres undefined)	nt	-2.8%
More compounds follow:
SMILES	MKP-3 inhibition	Hsp70 displacement
CCOC(=O)c1c(NC(=O)CN2CCOCC2)sc2c1CCC/C2=N\O	-1.7%	4.9%
CCOCCOC(=O)c1ccc(NC(=O)COc2ccc(C)cc2Br)cc1	-3.7%	-3.1%
OCCN1CCN(CC(O)COc2ccc(-c3ccccc3)cc2)CC1 (centres undefined)	nt	-2.5%
COc1ccc(/C=C/C(=O)OCc2ccc([N+](=O)[O-])cc2)cc1S(=O)(=O)NCC1CCCO1 (centres undefined)	-3.6%	-1.1%
COCCOC(=O)c1ccc(NC(=O)COc2ccc(C)cc2)cc1	-0.2%	3.9%
O=C(Nc1cccc(Cl)c1Cl)c1ccccc1	-5.2%	-0.4%
COc1ccc(C(=O)N2CCN(C3CCCCC3)CC2)c(OC)c1	-4.1%	0.0%
Cn1c(=NC(=O)CSCC(=O)N2CCCCC2)sc2ccccc21	-2.5%	nt
CC(C)c1ccc(N2C(=O)NC(=O)/C(=C/c3ccc(O)cc3)C2=O)cc1	0.9%	1.9%
Cc1ccccc1-c1nc(CS(=O)CC(=O)NCc2ccccc2)c(C)o1 (centres undefined)	14.3%	0.5%
Cn1nc(C(=O)NC2CCCCCC2)ccc1=O	-0.9%	2.2%
CC(=O)c1cc(C#N)c(SCc2ccccc2C#N)nc1C	nt	0.9%

Part of the list above, with values under each structure.
Second line of a record – MKP-3 inhibition | Hsp70 displacement
COc1ccc(/C=C/C(=O)OCc2ccc([N+](=O)[O-])cc2)cc1S(=O)(=O)NCC1CCCO1 (centres undefined)
→ -3.6% | -1.1%
Cn1c(=NC(=O)CSCC(=O)N2CCCCC2)sc2ccccc21
→ -2.5% | nt
CC(=O)c1cc(C#N)c(SCc2ccccc2C#N)nc1C
→ nt | 0.9%
CCOCCOC(=O)c1ccc(NC(=O)COc2ccc(C)cc2Br)cc1
→ -3.7% | -3.1%

Further entries:
SMILES	MKP-3 inhibition	Hsp70 displacement
Cc1oc(-c2ccc(Cl)cc2)cc1-c1nn2c(-c3ccoc3C)nnc2s1	21.7%	-9.6%
CCN(CC)C(C(=O)Nc1ccc2c(c1)OCO2)c1ccccc1 (centres undefined)	-5.6%	1.9%
Cc1ccn2c(-c3csc(Nc4cccc(C(=O)O)c4)n3)c(C)nc2c1	2.6%	-2.1%
CCCn1cc(NC(=O)C2CC(c3cccc(Br)c3)=NO2)cn1 (centres undefined)	3.9%	4.0%
CS(=O)(=O)N1CCN(c2ccccc2NC(=O)c2cccnc2)CC1	-10.9%	11.5%
Cn1c(-c2ccc(CN3CCCCC3)o2)nc2ccccc21	-5.6%	-11.3%
Cc1c(C(=O)NCc2ccc3c(c2)OCO3)sc2nc(-c3ccc(F)cc3)cn12	-9.0%	0.4%
Cc1n[nH]c(=O)nc1NCc1ccc(Cl)cc1	-8.8%	7.5%
COc1ccc2oc(=O)c(C(=O)O)cc2c1	-4.2%&1.7%	3.0%&-2.7%
CN(C)c1ccc(NC(=O)/C=C/c2ccccc2Cl)cc1	1.2%	3.8%
COc1ccc(C2CC(=O)C3=C(C2)Nc2ccccc2N(C(C)=O)C3c2ccc(OC)c(OC)c2)cc1 (centres undefined)	2.4%	-1.9%
CCOC(=O)Cc1csc(NC(=O)c2csc3c2CCCC3)n1	-4.3%	-1.6%
OCCCNC(Nc1ccccc1)=C(c1ccccc1)c1ccccc1	4.3%	-2.9%
CCOC(=O)C(=CNc1ccc(O)cc1)C(=O)OCC	0.5%	1.4%
CCOc1ccc(/C=C2\C(=O)NC(=S)N(c3ccccc3C)C2=O)cc1Cl	-0.5%	-2.3%
CCOc1ccc(N(CC(=O)N2CCCC2)S(=O)(=O)c2ccc(Cl)cc2)cc1	-2.7%	nt
